KCNQ1 block: inhibitors of human KCNQ1 channel, primary screen, cell-based, thallium flux, high-throughput; Potassium voltage-gated channel subfamily KQT member 1 (Homo sapiens), P51787; CHO-K1 KCNQ1, FluxOR thallium flux fluorescence; stronger effect = higher value; B-score at 10 µM; 1.3% of 310,000 active; AID 2642, 2010;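 active = compounds whose thallium flux B-score, printed positive for inhibition, exceeds three library SD while starting fluorescence stays within three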;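 also: channel opened by potassium depolarization with thallium stimulus after 20 min compound exposure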
HDAC3 inh: HDAC3 deacetylase inhibitors, primary screen, biochemical, fluorescence, cell-free homogeneous; inhibition, % at 8.3 µM; Histone deacetylase 3 (Homo sapiens), O15379; 0.15% of 320,000 active; AID 2718, 2010; recombinant HDAC3, fluorogenic peptide/trypsin coupled; in the data active = inhibition above about 26%, passing the limit was not always enough
KCNK3 inh: human KCNK3 channel inhibitors, primary screen, CHO cells, FluxOR thallium flux, B-score. B-score at 10 µM. FluxOR fluorescence; stronger effect = lower value. AID 602410, 2012. Potassium channel subfamily K member 3 (Homo sapiens), O14649. 0.84% of 340,000 active;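 active = B-score under library mean minus 4 SD, starting fluorescence ratio at most library mean plus 5 SD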;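 also: more negative B-score means stronger inhibition of thallium flux through KCNK3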
ANO1 block: TMEM16A chloride channel inhibitors, primary screen, cell-based, HTS | HEK293 TMEM16A/YFP iodide influx fluorescence, ionomycin | normalized B-score (activity score, 25-100; higher = stronger inhibition) at 10 µM | 1.2% of 310,000 active;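 active = ratio plate-corrected score three or more library SD toward inhibition, starting fluorescence score within five deviations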;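 also: score derived from kinetic fluorescence span divided by baseline fluorescence per well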
TRPC4 potent: positive allosteric modulators of TRPC4, primary screen, cell-based, mouse TRPC4beta, HEK293 mu-opioid, Fluo-4 calcium | B-score at 10 µM | DAMGO EC20, Fluo-4 Ca2+ flux; stronger effect = higher value | 0.42% of 310,000 active | AID 2227, 2009 | Short transient receptor potential channel 4 (Mus musculus), Q9QUQ5;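 active = B-score of calcium response area above 5 SD of library B-scores, with initial fluorescence ratio within 5 SD of library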;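 also: B-score of integrated fluorescence ratio over time as area under calcium response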
Target sequence (Q9QUQ5 whole entry, looked up): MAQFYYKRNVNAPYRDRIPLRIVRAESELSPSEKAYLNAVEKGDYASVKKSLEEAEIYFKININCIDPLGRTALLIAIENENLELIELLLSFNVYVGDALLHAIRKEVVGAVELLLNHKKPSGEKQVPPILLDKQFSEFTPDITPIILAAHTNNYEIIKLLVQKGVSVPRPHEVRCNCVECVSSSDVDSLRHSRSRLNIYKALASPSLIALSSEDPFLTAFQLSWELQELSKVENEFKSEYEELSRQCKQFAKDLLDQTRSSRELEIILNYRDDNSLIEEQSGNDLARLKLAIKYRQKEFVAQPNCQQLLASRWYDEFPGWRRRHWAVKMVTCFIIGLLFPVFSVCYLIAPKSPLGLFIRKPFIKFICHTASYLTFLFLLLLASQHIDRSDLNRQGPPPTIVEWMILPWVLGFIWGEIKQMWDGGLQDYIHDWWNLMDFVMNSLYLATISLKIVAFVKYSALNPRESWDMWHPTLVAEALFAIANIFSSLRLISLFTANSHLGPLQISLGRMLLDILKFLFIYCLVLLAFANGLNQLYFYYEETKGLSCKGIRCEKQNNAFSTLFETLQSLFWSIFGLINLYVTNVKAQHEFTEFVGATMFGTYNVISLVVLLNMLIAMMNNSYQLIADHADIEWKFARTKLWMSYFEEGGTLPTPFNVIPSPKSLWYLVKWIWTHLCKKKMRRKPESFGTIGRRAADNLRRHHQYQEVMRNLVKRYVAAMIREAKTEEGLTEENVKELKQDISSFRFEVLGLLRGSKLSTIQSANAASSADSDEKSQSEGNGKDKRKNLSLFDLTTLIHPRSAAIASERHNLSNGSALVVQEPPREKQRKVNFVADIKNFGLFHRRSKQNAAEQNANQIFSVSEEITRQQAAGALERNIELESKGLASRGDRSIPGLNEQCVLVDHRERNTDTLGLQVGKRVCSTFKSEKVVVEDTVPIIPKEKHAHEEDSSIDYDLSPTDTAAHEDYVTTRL
KCNK9 block: KCNK9 potassium channel inhibitors, primary screen, HEK293 cells, thallium flux | Potassium channel subfamily K member 9 (Homo sapiens), Q9NPC2 | FluxOR thallium flux fluorescence; stronger effect = lower value | B-score at 10 µM | 1.2% of 310,000 active | AID 488922, 2010;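 active = ratio B-score over 3 SD below the library mean, with starting fluorescence within 5 SD of its mean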;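 also: negative B-score means less thallium flux so channel inhibition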
KCNQ1 act: potentiators or activators of KCNQ1 channel, primary screen, cell-based, thallium flux, high-throughput. Potassium voltage-gated channel subfamily KQT member 1 (Homo sapiens), P51787. B-score at 10 µM. 0.35% of 310,000 active. CHO-K1 KCNQ1, thallium flux FluxOR fluorescence; stronger effect = higher value;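 active = fluorescence ratio B-score, a plate-corrected score, at least three library SD, with initial intensity B-score within 5 SD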
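System: CHO-K1 cells stably expressing KCNQ1 / Medium: assay buffer for compound exposure, DMSO matched across wells / Reagent: thallium- and potassium-containing depolarizing buffer / Compound: one concentration, matched DMSO / Incubation: 20 min compound pretreatment at room temperature / Measured by: kinetic FluxOR fluorescence, 10 s baseline plus 110 s post-stimulus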
hERG protect: hERG rescue from dofetilide block, primary screen, cell-based, CHO-hERG, FluxOR thallium flux, dofetilide IC70 | Voltage-gated inwardly rectifying potassium channel KCNH2 (Homo sapiens), Q12809 | dofetilide IC70 present | activation (rescue from dofetilide block), less the hit threshold, % at 10 µM | 0.51% of 310,000 active;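 active = activation above the mean of controls blocked by dofetilide plus 5 SD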;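 also: thallium influx through hERG after potassium depolarization seen as dye fluorescence rise; in these data hits start at about 4.7%; inactives centre near -7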
TRPC4 act: activators of mouse TRPC4 channel, primary screen, Fluo4 calcium, HEK293 TRPC4beta/mu-opioid cells. 0.49% of 310,000 active. B-score at 10 µM. AID 2237, 2010. Fluo4 calcium fluorescence; stronger effect = higher value. Short transient receptor potential channel 4 (Mus musculus), Q9QUQ5;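 active = B-score above 5 SD of library B-scores, and initial fluorescence ratio not above library mean plus 5 SD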;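 also: positive B-score marks a calcium rise read as TRPC4 activation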
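Technique: kinetic Fluo4 calcium fluorescence; Test system: TRPC4beta and mu-opioid receptor HEK293 stable cells; Measure: B-scored integrated calcium fluorescence ratio; Benchmarks: low control buffer alone, high control maximal DAMGO; Schedule: 45 min room-temperature Fluo4 loading, 110 s read.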
DYRK1A inh: rat Dyrk1A kinase inhibitors, primary screen, biochemical, single point, plate reader | inhibition, % at 12.5 µM | AID 504441, 2011 | ADP-Glo luminescence, NFATc1 peptide | 0.43% of 310,000 active | Dual specificity tyrosine-phosphorylation-regulated kinase 1A (Rattus norvegicus), Q63470; in the data active = inhibition above about 50%;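 also: plate controls were vehicle with enzyme for no effect and no enzyme for full effect; many of its hits are not listed in these tables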
ANO1 activ: TMEM16A chloride channel activators or potentiators, primary screen, cell-based, HTS. Anoctamin-1 (Mus musculus), Q8BHY3. HEK293 TMEM16A/YFP-H148Q/I152L, iodide quench fluorescence; stronger effect = lower value. B-score at 10 µM. 0.3% of 340,000 active. AID 623877, 2012;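 active = fluorescence-ratio B-score plate-corrected deviation score at least 3 library SD below zero, with starting fluorescence score within 5 deviations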;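 also: channel opened by trigger with iodide after compound preincubation; score built on the fluorescence ratio of max minus min over baseline; more negative score means more quench and so TMEM16A activation or potentiation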
* = called active by the depositor; i = inactive; . = no result given.

SMILES	KCNQ1 block	HDAC3 inh	KCNK3 inh	ANO1 block	TRPC4 potent	KCNK9 block	KCNQ1 act	hERG protect	TRPC4 act	DYRK1A inh	ANO1 activ
COc1ccc2c(c1)nc(CN1CCN(CCO)CC1)n2C	i	0	i	i	i	i	i	0	i	.	i
CC(NC(=O)C(C)(C)C)C(c1cccs1)N1CCOCC1 (stereo not given)	i	.	i	i	i	i	i	-18	i	-1	i
COc1ccccc1NC(=S)NC(=O)C(C)C	i	0	i	i	i	i	i	-2	i	1	i
COc1cc2[nH]cc(C(=O)NCCc3ccccc3)c(=O)c2cc1OC	i	4	i	i	i	i	i	-13	i	-3	i
CCOC(=O)N1CCC(NC(=O)C2=CCN(S(=O)(=O)c3ccc(F)cc3)CC2)CC1	i	3	i	i	i	i	i	-6	i	1	i
CN1CCN(c2ccc([N+](=O)[O-])cc2NC(=O)c2ccco2)CC1	i	-14	i	i	i	i	i	-5	i	-7	i
COCCN(C(=O)c1ccco1)c1nnc(-c2ccc(OC)cc2)s1	i	5	i	i	i	i	i	-8	i	-1	i
Cc1ccc(-c2cn3c(n2)CCCC3)cc1	i	-2	i	i	i	i	i	-3	i	-1	i
O=C(O)CCN1CC2([N+](=O)[O-])C=CC(=O)C([N+](=O)[O-])(C1)C2CC(=O)c1ccccc1 (stereo not given)	i	6	i	i	i	i	i	-6	i	-8	i
CN(C)N1C(N)=C(C#N)C(c2ccccc2)C2=C1CCCC2=O (stereo not given)	i	-1	i	i	i	i	i	-5	i	1	i
CCOP(=O)(c1ccccc1Cl)C1(O)CCCCC1 (stereo not given)	i	-1	i	i	i	i	i	-7	i	1	i
CSCCC(NC(=O)c1ccco1)C(=O)N(C)CC(=O)Nc1c(Cl)cccc1Cl (stereo not given)	i	.	i	i	i	i	i	-15	i	-13	i
Cc1cccc(NC(=O)NCC(F)(F)F)n1	i	-8	i	i	i	i	i	-2	i	2	i
O=C1c2ccccc2C(=O)N1c1nc2nccc(-c3ccccc3)n2n1	i	-1	i	i	i	i	i	-11	i	-1	i
CC(C)(C)c1ccc(-c2nc3n(c(=O)c2C#N)CCS3)cc1	i	4	i	i	i	i	i	-8	i	4	i
NC(=O)NCc1ccccc1	i	2	i	i	i	i	i	-2	i	4	i
Brc1ccc2nc3c(n2c1)CCCC3	i	7	i	i	i	i	i	-7	i	1	i
Clc1cccc(NC2=NCCC2)c1	.	-2	i	i	.	.	.	.	.	-3	i
O=C(Nc1ccccc1C(=O)NC(Cc1c[nH]c2ccccc12)C(=O)O)c1ccccc1 (stereo not given)	i	2	i	i	i	i	i	-10	i	10	i
CCOC(=O)C1CCCN(C(=O)c2cc3nc(-c4ccc5c(c4)OCO5)cc(C(F)(F)F)n3n2)C1 (stereo not given)	i	-14	i	i	i	i	i	-19	i	-2	i
Cc1ccn(CC(C)C(=O)O)n1 (stereo not given)	i	-8	i	i	i	i	i	-3	i	-3	i
Cc1c(Cl)cccc1NC(=S)N1CCC(N(C)CC2CCCO2)CC1 (stereo not given)	i	4	i	i	i	i	i	-4	i	-5	i
O=C(Cc1ccccc1)Nc1ccc2oc(-c3cccnc3)nc2c1	i	-4	i	i	i	i	i	-6	i	26	i
Cc1cccc(C(=O)NCC(=O)N2CCOCC2)c1	i	-5	i	i	i	i	i	-12	i	0	i
CC1CCCCC1NC(=O)CN(C)S(=O)(=O)c1cccc2nsnc12 (stereo not given)	i	-4	i	i	i	i	i	-11	i	4	i

Arranged by SMILES length (ascending): three of the compounds above
SMILES	KCNQ1 block	HDAC3 inh	KCNK3 inh	ANO1 block	TRPC4 potent	KCNK9 block	KCNQ1 act	hERG protect	TRPC4 act	DYRK1A inh	ANO1 activ
O=C(Cc1ccccc1)Nc1ccc2oc(-c3cccnc3)nc2c1	i	-4	i	i	i	i	i	-6	i	26	i
O=C1c2ccccc2C(=O)N1c1nc2nccc(-c3ccccc3)n2n1	i	-1	i	i	i	i	i	-11	i	-1	i
O=C(O)CCN1CC2([N+](=O)[O-])C=CC(=O)C([N+](=O)[O-])(C1)C2CC(=O)c1ccccc1 (stereo not given)	i	6	i	i	i	i	i	-6	i	-8	i

New compounds follow.
SMILES	KCNQ1 block	HDAC3 inh	KCNK3 inh	ANO1 block	TRPC4 potent	KCNK9 block	KCNQ1 act	hERG protect	TRPC4 act	DYRK1A inh	ANO1 activ
O=C(Cc1ccccc1C(=O)O)Nc1cccc2ccccc12	i	2	i	i	i	i	i	-3	i	4	i
N#CC1=C(N)N(c2ccc(Br)cc2)C2=C(C(=O)CCC2)C1c1cccnc1 (stereo not given)	i	-5	i	i	i	i	i	-14	i	3	i
Cc1nn(-c2ccccc2)c(C)c1/C=N/NC(=O)c1cc(C2CC2)[nH]n1	i	6	i	i	i	i	i	-2	i	2	i
O[C@@H](CNC[C@H](O)c1ccccc1)c1ccccc1	i	-4	i	i	i	i	i	-6	i	-2	i
Cc1ccccc1OCCOc1ccc([N+](=O)[O-])cc1/C=N/n1cnnc1	i	4	i	i	i	i	i	-6	i	14	i
C=CC1C(N2CCOCC2)C(C)(C)S1(=O)=O (stereo not given)	i	1	i	i	i	i	i	-12	i	-6	i
CS/C(=C\[N+](=O)[O-])Nc1ccc(OC(F)(F)F)cc1	i	15	i	i	i	i	i	-4	i	5	i
COCCOC(=O)C1=C(C)Nc2nc(C)nn2C1c1ccccc1 (stereo not given)	i	-1	i	i	i	i	i	-9	i	4	i
COc1ccc(CC(=O)N2CCN(c3cccc(Cl)c3)CC2)cc1OC	i	1	i	i	i	i	i	-7	i	2	i
O=C1c2ccccc2C(O)N1c1ccc(Cl)cc1 (stereo not given)	i	.	i	i	i	i	i	-11	i	0	i
CC(=O)[C@H]1[C@@H]2C(=O)N(c3cccc(Cl)c3)C(=O)[C@@H]2[C@H]2c3ccccc3C=CN21	i	1	i	i	i	i	i	-9	i	3	i
CC(C(=O)O)C1SC(=O)NC1=O (stereo not given)	i	-3	i	i	i	i	i	-2	i	-1	i
Cc1ccc(OCCNC(=O)c2cncc(Br)c2)cc1C	i	-2	i	i	i	i	i	-7	i	-4	i
CCc1nc(SCC(=O)N2CCOCC2)c2c(=O)n(C)c(=O)n(C)c2n1	i	-8	i	i	i	i	i	-8	i	-1	i
Cc1ccc(S(=O)(=O)N2CCc3ccccc3C2)cc1C	i	2	i	i	i	i	i	-4	i	6	i
O=C(NCCOC(=O)c1ccncc1)c1ccccc1	i	-3	i	i	i	i	i	-5	i	9	i
COc1ccc(NC(=O)CN(C)Cc2cccs2)cc1Cl	i	1	-11*	i	i	-13*	i	-12	i	-5	i
O=C(NCCc1cn2ccccc2n1)c1ccccc1F	i	0	i	i	i	i	i	-3	i	5	i
Cn1c(=O)c(-c2cc(Br)ccc2N)nc2ccccc21	i	9	i	i	i	i	i	-14	i	2	i
Cc1c(NS(=O)(=O)c2ccc3c(c2)OCCO3)cccc1-c1nc2cccnc2s1	i	3	i	25*	i	i	i	-9	i	1	i
CC(=O)N1CCc2cc(S(=O)(=O)NCc3ccc(C)cc3)ccc21	i	2	i	i	i	i	i	-9	i	6	i
CC1=CCC2C(=O)N(c3ccc(C(=O)N4CCCCCC4)cc3)C(=O)C2C1 (stereo not given)	i	9	i	i	i	i	i	-6	i	8	i
COC(=O)c1sc(-c2ccc(C(C)(C)C)cc2)cc1NC(=O)/C=C/C(=O)O	i	8	i	i	i	i	i	-11	i	-2	i
COc1ccc(CCNC(=O)CS(=O)(=O)c2cn(CC(=O)N3CCOCC3)c3ccccc23)cc1OC	i	1	i	i	i	i	i	-13	i	.	i
COc1ccc2cc(C(=O)C3CCCN(C(=O)c4cc5nc(C)cc(C)n5n4)C3)ccc2c1 (stereo not given)	i	-15	i	i	i	i	i	-6	i	1	i

Following part:
SMILES	KCNQ1 block	HDAC3 inh	KCNK3 inh	ANO1 block	TRPC4 potent	KCNK9 block	KCNQ1 act	hERG protect	TRPC4 act	DYRK1A inh	ANO1 activ
O=C(NCc1ccccc1)C(c1ccccc1)N(C(=O)c1csnn1)c1ccccc1 (stereo not given)	i	1	i	i	i	i	i	-10	i	-2	i
Cn1c(=O)c2cn3ncccc3c2n(C)c1=O	i	.	.	.	i	i	i	-7	i	.	.
COc1ccc(CCN2CC(C(=O)NCCN3CCNC3=O)CCC2=O)cc1 (stereo not given)	i	3	i	i	i	i	i	-8	i	-4	i
O=C(Nc1ccc(Cl)c(Cl)c1)Nc1ccc([N+](=O)[O-])cn1	i	-7	i	i	i	i	i	-13	i	-4	i
CC(=O)C1C(c2ccc([N+](=O)[O-])cc2)C2C(C)=NN=C2CC1(C)O (stereo not given)	i	0	i	i	i	i	i	-7	i	.	i
O=C(Nc1ccncc1)c1ccccc1Cl	i	1	i	i	i	i	i	-6	i	12	i
Cc1cnc(C(=O)OCC(=O)N2CCN(C(=O)c3ccco3)CC2)cn1	i	-3	i	i	i	i	i	-11	i	-8	i
O=C1C2C3C=CC(C4CC34)C2C(=O)N1c1nccs1 (stereo not given)	i	0	i	i	i	i	i	-3	i	-8	i
Cc1cc(N2CCc3ccccc32)n2ncnc2n1	i	2	i	i	i	i	i	-9	i	1	i

In another format: entries from further up
Every second line gives: KCNQ1 block | HDAC3 inh | KCNK3 inh | ANO1 block | TRPC4 potent | KCNK9 block | KCNQ1 act | hERG protect | TRPC4 act | DYRK1A inh | ANO1 activ
Cc1cnc(C(=O)OCC(=O)N2CCN(C(=O)c3ccco3)CC2)cn1
→ i | -3 | i | i | i | i | i | -11 | i | -8 | i
O=C1C2C3C=CC(C4CC34)C2C(=O)N1c1nccs1 (stereo not given)
→ i | 0 | i | i | i | i | i | -3 | i | -8 | i
Cc1cc(N2CCc3ccccc32)n2ncnc2n1
→ i | 2 | i | i | i | i | i | -9 | i | 1 | i

A portion of the library; rates above refer to the full screens.
